SIRT5 block: blocks human SIRT5 desuccinylation of peptide; Q9NXA8; Purified SirT5, succinyl-peptide AMC, trypsin-coupled fluorescence; inhibition, % at 15 µM; actives 1.1% (n = 330,000); in the data active = inhibition above about 15%; inconclusive = no clear call, values can overlap the other calls
Target sequence (Q9NXA8 whole entry, looked up): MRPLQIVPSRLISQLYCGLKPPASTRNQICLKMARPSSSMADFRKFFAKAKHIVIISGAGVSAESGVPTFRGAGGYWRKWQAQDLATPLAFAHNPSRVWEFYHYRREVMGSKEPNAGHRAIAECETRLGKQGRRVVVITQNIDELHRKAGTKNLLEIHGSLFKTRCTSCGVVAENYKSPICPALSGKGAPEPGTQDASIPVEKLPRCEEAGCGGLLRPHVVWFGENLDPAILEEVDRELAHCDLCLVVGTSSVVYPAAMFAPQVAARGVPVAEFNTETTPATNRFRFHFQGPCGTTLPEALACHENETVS
Statin myotox sup: suppression of simvastatin myotoxicity | C2C12 myotubes + simvastatin, ATP luminescence, 48 h; scaled: DMSO 0, geranylgeraniol control 100 | rescue of ATP level, % at 7.49 µM | actives 0.78% (n = 330,000);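 active = mean ATP rescue above about 67%, or every replicate alone reaching that limit, limit read from the data, passing the limit was not always enough; inconclusive = no clear call, values can overlap the other calls; inactive = mean under the limit and some replicate under it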;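 note: myotubes were challenged with 10 µM simvastatin during compound exposure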
esBAF inh: SWI/SNF esBAF complex inhibition. reporter increase, % at 12.5 µM. mouse ES cells, Bmi1-luciferase knock-in reporter, 24 h; 100% = twice the neutral-well signal. actives 2% (n = 350,000). AID 602393; in the data active = activation above about 40%; inconclusive = no clear call, values can overlap the other calls;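 note: 0% = median of the plate's neutral control wells and 100% = double that signal; a rise in the Bmi1 reporter signal indicates esBAF inhibition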
Cneo AK release: causes C. neoformans cell lysis. lysis activity, % at 15 µM. actives 0.2% (n = 360,000). AID 651654. adenylate kinase release luminescence, 4 h; normalised: neutral wells 0, clomiphene wells 100;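 active = mean lysis activity across replicates of at least 80%, whatever share of replicates individually reach that level; inactive = mean lysis activity below 80%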
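Material: C. neoformans cells | Amount: Yeast cell density of 5 × 10^6 cells/mL | Medium: Fresh YPD growth medium | Dosing: Single dose | Times: Static 4 h at 37 °C with compound, 1 h detection | Detection: AK luminescence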
miR122 inh: blocks miR-122 activity in Huh7 sensor cells; actives 0.3% (n = 340,000); activation (reporter increase), % at 12.5 µM; Huh7 miR-122 Renilla luciferase sensor, 48 h; neutral wells = 0, positive control = 100;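 active = mean replicate activation score at least 90 and every replicate individually at or above 90; inconclusive = only one of the two criteria met; inactive = neither criterion met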;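 note: higher luciferase means less miR-122 activity so hits act as miR-122 inhibitors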
ARNT TACC3 PPI: disruptors of human ARNT/TACC3 interaction; inhibition, % at 9.99 µM; actives 0.66% (n = 390,000); AID 623870; AlphaScreen His-ARNT PAS-B/GST-TACC3 binding, luminescence; TACC3 fragment carries E629A point mutation;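 active = mean inhibition of replicates at least 50% and at least half of replicates each reaching 50%; inconclusive = half or more replicates reach 50% but mean below 50%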;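 note: 0% = complete ARNT plus TACC3 wells and 100% = ARNT alone without TACC3; many hits fall short of the cut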
ERp5 block: blocks human ERp5 reductase activity on insulin. AID 651711. ERp5 insulin aggregation, absorbance 650 nm, 90 min. inhibition, % at 9.99 µM. actives 0.05% (n = 350,000);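 active = mean replicate inhibition above about 25%, with every replicate also reaching it, limit read from the data, passing the limit was not always enough; inconclusive = only one of those two criteria met; inactive = neither criterion met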
Target sequence (Q15084 whole entry, looked up): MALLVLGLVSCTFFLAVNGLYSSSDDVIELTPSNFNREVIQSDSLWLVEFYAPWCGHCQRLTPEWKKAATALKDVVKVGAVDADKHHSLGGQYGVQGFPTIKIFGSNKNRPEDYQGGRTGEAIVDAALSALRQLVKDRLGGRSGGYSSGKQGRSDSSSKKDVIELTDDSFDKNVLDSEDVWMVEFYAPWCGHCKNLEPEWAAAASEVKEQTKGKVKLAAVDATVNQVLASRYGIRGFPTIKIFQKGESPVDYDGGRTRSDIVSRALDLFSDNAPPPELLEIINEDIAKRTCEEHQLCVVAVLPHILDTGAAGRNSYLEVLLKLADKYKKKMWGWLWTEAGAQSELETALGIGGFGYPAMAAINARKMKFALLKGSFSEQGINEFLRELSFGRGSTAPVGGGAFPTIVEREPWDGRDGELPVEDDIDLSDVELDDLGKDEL
* = called active by the depositor; ? = inconclusive; / = no result given; & = joins results of further samples; [ ] = another dose, or the depositor's remark. Hits appear at their usual frequency. About 4% of those tested had a hit in this group.

mol,Cneo AK release,ARNT TACC3 PPI,miR122 inh,ERp5 block,esBAF inh,SIRT5 block,Statin myotox sup
NC(=O)CNC1CC(=O)N(CCc2ccccc2)C1=O (configuration not stated),-4,-6,-3,/,-5,/,8
CCC(Sc1nc2ncnc(N)c2[nH]1)C(=O)O (configuration not stated),-2,-2,-3,5,-3,17*,6
Cc1ccc(-c2csc3ncnc(Nc4ccc(N5CCOCC5)cc4)c23)cc1,0,5,-1,/,-11,/,-4
C[C@@H]1CN([C@@H](C)CO)S(=O)(=O)c2ccc(-c3ccc(F)cc3)cc2O[C@@H]1CN(C)Cc1ccccc1C(=O)O,2,0,44[16.7 µM],3,-3,-7,2
CC(C)Cc1nc(SCC(=O)Nc2nnc(CC(C)C)s2)n[nH]1,/,-7,/,4,/,-11,/
O=C(Nc1ccc(F)cc1)Oc1ccc[nH]c1=O,0,2,/,1,20,-14,-7
CCC(C)N(C(=O)COC(=O)CNC(=O)c1sc2ccccc2c1Cl)C1CCS(=O)(=O)C1 (configuration not stated),0,2,/,4,/,-4,/
c1cnc(-c2noc(CN3CCN(C4CCCC4)CC3)n2)cn1,2,7,-2,5,1,-4,13
Cc1ccc(S(=O)(=O)Nc2ccc(C(=O)NCc3ccccn3)cc2)cc1,-1,12,?,0,/,7,/
Cc1ccc(-n2nnnc2SCC(=O)Nc2cc(C)on2)c(C)c1,-4,1,/,-2,1,-2,-9
COc1ccc(OC)c(NC(=O)CSc2nc(C)cs2)c1,-4,31,4,/,3,/,-28
CCCNC(=O)N1[C@H](CO)[C@H](c2ccccc2)[C@@H]1CNC(=O)c1ccccc1,0,-8,-7[16.7 µM],1,-6,0,5
C[C@@H]1CN([C@H](C)CO)C(=O)CCCn2cc(nn2)CO[C@H]1CN(C)C(=O)c1ccccc1,-2&0,7,-1[16.7 µM],2&3,-2&-2,-2&-7,7&-4
Cc1cccc(-c2onc3ccc(C(=O)/C=C/N(C)C)cc23)c1,/,-3,/,-5,1,-1,-8
CCCN1C[C@H](C)[C@@H](OC)CN(C)C(=O)c2ccc(NC(=O)COC)cc2OC[C@@H]1C,-8,0,1[16.7 µM],-1,0,3,-7
COc1ccccc1C(=O)NC(=O)COC(=O)C1CCC1,-2,0,-5,3,/,-5,5
COc1ccc(-c2cc(C#N)nc(N3CCN(c4ccccc4)CC3)n2)cc1,-1,10,7,/,-8,/,2
CCOc1ccccc1NC(=O)c1cccc(N2C(=O)CCC2=O)c1,1,/,4,2,3,-4,3
CC(=O)Nc1cccc(N(C)S(C)(=O)=O)c1,5,-3,-8,/,5,/,2
Cn1c(=O)ccc2ccccc21,0,/,1,7,-13,-1,9
CCOC(=O)C[C@H]1c2ccc(C(F)(F)F)cc2S(=O)(=O)N1C(C)C,0,-3,7,-9,-4,-2,-14
O=C(CCS(=O)(=O)c1ccc(Br)cc1)Nc1ccc2c(c1)OCO2,-5,-1,-2,/,9,/,1
O=C(Nc1cccc(Cl)c1N1CCCC1)c1cc2ccccc2o1,0,-14,7,/,25,/,15
C[C@H]1CN([C@@H](C)CO)C(=O)c2cccc(NC(=O)Nc3ccc(F)cc3)c2O[C@@H]1CN(C)S(=O)(=O)c1ccc(Cl)cc1,3,-3,-6[16.7 µM],1,-2,6,1
CCCCCn1c(NC(=O)c2ccco2)c(S(=O)(=O)c2ccc(C)cc2)c2nc3ccccc3nc21,-3,0,79,/,2,/,14
CCc1ccccc1NC(=O)COc1ccc2oc(-c3ccc(OC)cc3)cc(=O)c2c1,-1,-2,-4,-1,/,1,/
COc1cc(CNc2nc(C)c([N+](=O)[O-])c(C)c2C#N)cc(OC)c1OC,/,2,/,-1,/,-10,/
COC(=O)CN(c1ccc2c(c1)OCO2)S(C)(=O)=O,0,-7,-3,0,-2,-2,-24
Cc1cccc(N(C(=O)c2csnn2)C(C(=O)NC2CCCC2)c2ccncc2)c1 (configuration not stated),0,5,5,-5,0,-2,6
CCOC(=O)C1=NNC2(c3ccc(Cl)cc3)C(=O)N(c3ccc(C)cc3)C(=O)C12 (configuration not stated),0,-4,-4,/,/,/,/
COc1cc(CCC(=O)OCC(=O)NCc2ccc(Cl)cc2)cc(OC)c1OC,/,-11,/,-6,/,-9,/
Cc1ccc(S(=O)(=O)N(Cc2ccccc2)c2ccccn2)cc1[N+](=O)[O-],-1,5,/,2,-8,-4,-3
O=C(NC(=S)Nc1ccc(-c2ccccc2)cc1)c1ccccc1,2,-4,-7,-2,35,0,-64
O=C(Nc1cccc2ccccc12)c1ccc(OC(=S)N2CCOCC2)cc1,-10,1,4,/,45*,/,-35
O=C(CSc1ccc([N+](=O)[O-])cc1)Nc1nnc(C2CC2)s1,-2,-21,1,-5,2,3,-1
COC(=O)CCN1CCC2CC1c1cc(Cl)ccc12 (configuration not stated),0,3,-6,-11,-1,5,1
O=C(Nc1ccccc1F)Nc1cccnc1Cl,8,-1,0,-1,34,-3,3
Cc1ccc(S(=O)(=O)NC(CC(C)C)C(=O)N2CC(C)OC(C)C2)cc1 (configuration not stated),-1,-3,-3,-1,-4,-3,-5
COc1ccc2c(C)cc(SCC#N)nc2c1,-2,2,35,-1,-8,4,-10
COc1ccc(C2NS(=O)(=O)N=C2N)cc1 (configuration not stated),/,0,-2,3,/,-2,/
O=C(CSc1nc2[nH]ncc2c(=O)[nH]1)Nc1ccc(Cl)c(Cl)c1,/,-5,/,-3,/,3,/
Cc1c(CCO)c(=O)oc2n[nH]c(-c3ccccc3)c12,/,0,-1,3,11,6,15
COc1ccc(Cl)cc1NC(=O)C1CC(c2ccccc2Cl)=NO1 (configuration not stated),5,/,2,1,1,/,15
O=C(NCCCN1CCCC1)C1CCC(=O)N1C1CCCCC1 (configuration not stated),1,-3,1,-5,1,1,31
COc1ccccc1NC(=O)CN1C(=O)COc2ccc(C)cc21,-1,-4,-4,3,-5,-3,7
Cc1c(NC(=O)c2c(NC(=O)CNC3CC3)sc3c2CCCC3)c(=O)n(-c2ccccc2)n1C,1,2,-6,/,/,/,/
C[C@H]1CN([C@@H](C)CO)C(=O)Cc2cc(NC(=O)Cc3ccccc3)ccc2O[C@@H]1CN(C)Cc1ccc(C(=O)O)cc1,-5,-4,-4[16.7 µM],3,7,0,6
COc1cccc(COCC(O)CN2CCC(C(N)=O)CC2)c1 (configuration not stated),4,-1,-2,1,2,3,-8
CCNC(=O)[C@@H]1[C@@H](CO)[C@@H]2Cn3c(ccc(-c4cccc(OC)c4)c3=O)[C@@H]2N1Cc1nccs1,1,-5,5[16.7 µM],-4,-3,-16,-19
O=C(C[C@H]1CC[C@H](NC(=O)c2ccc3c(c2)OCO3)[C@H](CO)O1)NCc1ccc(Cl)cc1,1,-31,/,-2,14,2,10

Grouped by structure: those above with a furan ring, fused or not.
mol,Cneo AK release,ARNT TACC3 PPI,miR122 inh,ERp5 block,esBAF inh,SIRT5 block,Statin myotox sup
O=C(Nc1cccc(Cl)c1N1CCCC1)c1cc2ccccc2o1,0,-14,7,/,25,/,15
CCCCCn1c(NC(=O)c2ccco2)c(S(=O)(=O)c2ccc(C)cc2)c2nc3ccccc3nc21,-3,0,79,/,2,/,14

Remaining list, next part
mol,Cneo AK release,ARNT TACC3 PPI,miR122 inh,ERp5 block,esBAF inh,SIRT5 block,Statin myotox sup
O=[N+]([O-])c1ccc(CN2CCN(c3nc4ccccc4s3)CC2)cc1,1,1,-3,6,9,-6,-3
Cc1cccc(NC(=O)c2ccc(S(=O)(=O)N(C)CC3CCCO3)cc2)c1C (configuration not stated),-5,-3,/,1,/,-3,/
COc1cc(C(=O)N2CCOC23CCN(Cc2ccccc2)CC3)cc(OC)c1OC,1,/,-2,1,-4,/,-1
CCCN(C)C[C@H]1OCCCC[C@@H](C)Oc2ccc(NC(=O)CCC(F)(F)F)cc2C(=O)N([C@H](C)CO)C[C@H]1C,-3,6,1[16.7 µM],5,3,8,34
C[C@@H]1CCCCO[C@H](CN(C)S(=O)(=O)c2ccccc2)[C@H](C)CN([C@@H](C)CO)C(=O)c2cc(NS(=O)(=O)c3ccccc3)ccc2O1,52,3,11[16.7 µM],-1,8,10,/
Cc1cccc(N2C(=O)CC(Cn3nc(C)cc3C)C2=O)c1 (configuration not stated),1,-1,-15,1,-1,-5,-1
O=C(O)CCCn1cc(NC(=O)COc2ccc(F)cc2F)cn1,0,-16,-6,2,/,-1,/
CC(=O)C(=Nc1ccccc1Cl)NNc1ccc(Cl)cc1,1,9,-2,/,-4,/,152*
Cc1ccc(C(=O)OCC(=O)NCC(F)(F)F)cc1C,/,-5,/,1,/,-3,/
C[C@H](CO)N1C[C@H](C)[C@@H](CN(C)Cc2ccccc2F)Oc2cc(C3=CCCCC3)ccc2S1(=O)=O,5,1,/,1,-2,12,-37

As entered above:
Statin myotox sup with `CCCN(C)C[C@H]1OCCCC[C@@H](C)Oc2ccc(NC(=O)CCC(F)(F)F)cc2C(=O)N([C@H](C)CO)C[C@H]1C` stands at 34
ARNT TACC3 PPI with `C[C@H](CO)N1C[C@H](C)[C@@H](CN(C)Cc2ccccc2F)Oc2cc(C3=CCCCC3)ccc2S1(=O)=O` stands at 1
Cneo AK release with `Cc1cccc(N2C(=O)CC(Cn3nc(C)cc3C)C2=O)c1` (configuration not stated) stands at 1
Cneo AK release with `O=C(O)CCCn1cc(NC(=O)COc2ccc(F)cc2F)cn1` stands at 0
miR122 inh with `C[C@@H]1CCCCO[C@H](CN(C)S(=O)(=O)c2ccccc2)[C@H](C)CN([C@@H](C)CO)C(=O)c2cc(NS(=O)(=O)c3ccccc3)ccc2O1` stands at 11[16.7 µM]
ARNT TACC3 PPI with `Cc1cccc(NC(=O)c2ccc(S(=O)(=O)N(C)CC3CCCO3)cc2)c1C` (configuration not stated) stands at -3

Additional structures:
mol,Cneo AK release,ARNT TACC3 PPI,miR122 inh,ERp5 block,esBAF inh,SIRT5 block,Statin myotox sup
Cn1c(SCC(=O)c2ccc(O)c(O)c2)nnc1-c1cccs1,/,0,0,2,7,-1,2
COc1ccc(C(=O)N/C(=C/c2cccc3ccccc23)C(=O)NCCc2c[nH]c3ccccc23)cc1OC,-1,-1,-4,3,3,/,12
CN1C(=O)c2cc(NC(=O)c3ccccc3Cl)ccc2OC[C@@H]2O[C@@H](CC(=O)O)CC[C@@H]21,2,/,-22[16.7 µM],-1,-8,/,-26
COc1ccc(S(=O)(=O)Nc2cc3c4c(oc3c3ccccc23)CCCC4=O)cc1,2,-3,127*,/,-6,/,77*
Cc1cccc(C(=O)c2ccccc2C(=O)O)c1,-1,-1,-7,3,-3,-5,6
C/C(=N/NC(=O)CNC(=O)C1COc2ccccc2O1)c1ccc([N+](=O)[O-])cc1 (configuration not stated),2,-1,-8,5,-1,2,34
COc1cccc(NC(=O)c2ccccc2N2C(=O)C3C4C=CC(C4)C3C2=O)c1 (configuration not stated),2,5,-2,-2,-12,0,-5
O=C([C@H]1[C@H](CO)[C@H]2Cn3c(cccc3=O)[C@@H]1N2C(=O)c1ccc(F)cc1)N1CCCCC1,0,-3,-2[16.7 µM],0,2,2,5
C/C(=N\NS(=O)(=O)c1ccc(C)cc1)c1ccc(Br)s1,2,-4,11,/,-6,/,14
CCCc1ccc(-c2c(C)sc(NC(=O)c3ccnn3C)c2C#N)cc1,-2,0,0,/,1,/,?
C[C@H](CO)N1C[C@H](C)[C@@H](CN(C)C(=O)Nc2ccccc2)Oc2c(NC(=O)NC3CCCCC3)cccc2C1=O,1,-6,21,0,-3,3,1
O=C1CSC(c2ccccn2)N1Cc1cn2ccccc2n1 (configuration not stated),1,32,-3,/,4,/,17
CN(C)CC(=O)Nc1ccc2c(c1)[C@H]1C[C@H](CC(=O)NCc3cc(F)ccc3F)O[C@H](CO)[C@H]1O2,1,-1,2[16.7 µM],-8,5,-1,6
Cc1cc(OCC(=O)NCCCN2CCCC2=O)c2c(C)c(C)c(=O)oc2c1,-3,1,-1,-3,-3,-14,5
CC(C)(CO)Nc1ccc([N+](=O)[O-])cc1[N+](=O)[O-],6,-2,/,/,-5,/,-3

From PubChem BioAssay
